# HEK293 tox: Cytotoxic Profiling in HEK 293 Cell Line of Diverse Libraries Using Quantitative High-Throughput Screening. HEK 293 viability, ATP luminescence (CellTiter-Glo), 48-72 h. Potency, µM (titrated, usually from 115 µM), for the others: at the top dose activity change, negative = cytotoxicity, usual class: inhibitors. hit rate 6.6% among 94,000. AID 1345083, 2018; note: potency is the fitted concentration of half-maximal effect; nearly all actives have a fitted effect of over 60% in size
#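 CellTiter-Glo luminescence (cellular ATP) was read after 48 or 72 hr of compound exposure at 37 degree Celsius. Cells were HEK 293 plated at 250 cells/well.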
# SNCA expr inh: Primary qHTS assay for inhibitors of alpha-synuclein gene (SNCA) expression; HEK-293 SNCA-luciferase knock-in, luminescence, 24 h; Potency, µM (doses to about 57.2 µM), inactives show at the highest dose activity change, negative = inhibition, actives largely listed as inhibitors; hit rate 0.17% among 140,000; AID 1671194, 2021;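 note: potency is the fitted concentration of half-maximal effect; plate controls were DMSO cells for no effect and cell-free wells for full effect; nearly all actives have a fitted effect of over 45% in size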
# NIH3T3 tox: Cytotoxic Profiling in NIH 3T3 Cell Line of Diverse Libraries Using Quantitative High-Throughput Screening. hit rate 4.3% among 94,000. NIH 3T3 viability, CellTiter-Glo ATP luminescence, 48-72 h. Potency, µM (series often up to 96.7 µM), without a hit: at the highest dose activity change, negative = cytotoxicity, most hits filed as inhibitors; note: potency is the fitted concentration of half-maximal effect; nearly all actives have a fitted effect of over 55% in size
#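 First NIH 3T3 cells are plated at 400 cells/well; next compound is pinned in; then plates incubate 48 or 72 hr at 37 °C; finally CellTiter-Glo is added and luminescence read after 10 min.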
# HEK293 viab: GF-AFC viability counterscreen for inhibitors of alpha-synuclein gene (SNCA) expression. HEK-293-SNCA-luc viability, GF-AFC fluorescence, 24 h. AID 1671193, 2021. hit rate 0.12% among 150,000. Potency, µM (doses to about 57.1 µM), inactives show at the highest dose activity change, negative = cytotoxicity, usual class: cytotoxic;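 note: potency is the fitted concentration of half-maximal effect; 0% = DMSO-treated cells and -100% = medium-only wells without cells; nearly all actives have a fitted effect of over 30% in size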
#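 HEK-293-SNCA-luc cells (1500/well) plated 24 h, then exposed 24 h to a dilution series; GF-AFC added 30 min at 37C, fluorescence 405/540 nm; normalised to medium-only and DMSO wells, Hill fit.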
# IP6K1 inh: Primary qHTS assay for small molecule inhibitors of Inositol hexaphosphate kinase 1 (IP6K1); Inositol hexakisphosphate kinase 1 (Homo sapiens), Q92551; IP6K1 kinase, ADP-Glo luminescence, 2 h; hits give low values; activity change, % (series mostly up to about 58 µM); hit rate 0.81% among 140,000; in the data active = activity change below about -25%
# Target sequence (Q92551 whole entry, looked up): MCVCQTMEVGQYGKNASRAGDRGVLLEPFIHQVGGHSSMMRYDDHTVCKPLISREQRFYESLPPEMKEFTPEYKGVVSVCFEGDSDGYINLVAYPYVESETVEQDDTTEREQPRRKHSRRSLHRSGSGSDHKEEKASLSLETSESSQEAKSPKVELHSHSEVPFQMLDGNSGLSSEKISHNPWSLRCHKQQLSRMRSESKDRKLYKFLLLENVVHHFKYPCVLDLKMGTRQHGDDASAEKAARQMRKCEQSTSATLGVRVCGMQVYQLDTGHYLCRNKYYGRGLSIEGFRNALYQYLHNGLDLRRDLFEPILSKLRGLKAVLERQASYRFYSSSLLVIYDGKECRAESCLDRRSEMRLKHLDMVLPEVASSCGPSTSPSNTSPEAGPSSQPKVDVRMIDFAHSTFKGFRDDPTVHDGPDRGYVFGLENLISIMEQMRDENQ
#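 ADP-Glo luminescence measures ADP made by human IP6K1 during a 2 h RT reaction with ATP/IP6 (mix at 1.3 mM/130 uM); top library doses 57.5 and 19.1 uM final.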
# GPT2 inh: Primary qHTS assay for inhibitors of Glutamate pyruvate transaminase 2 (GPT2) | Alanine aminotransferase 2 (Homo sapiens), Q8TD30 | hit rate 0.25% among 100,000 | AID 1671188, 2021 | Potency, µM (titrated, usually from 57.7 µM), for inactives: top-dose activity change, negative = inhibition, actives largely listed as inhibitors | Recombinant GPT2, coupled pyruvate oxidase/HRP Amplex Red fluorescence; note: potency is the fitted concentration of half-maximal effect; nearly all actives have a fitted effect of over 60% in size; many of its hits are not listed in these tables
# Target sequence (Q8TD30 whole entry, looked up): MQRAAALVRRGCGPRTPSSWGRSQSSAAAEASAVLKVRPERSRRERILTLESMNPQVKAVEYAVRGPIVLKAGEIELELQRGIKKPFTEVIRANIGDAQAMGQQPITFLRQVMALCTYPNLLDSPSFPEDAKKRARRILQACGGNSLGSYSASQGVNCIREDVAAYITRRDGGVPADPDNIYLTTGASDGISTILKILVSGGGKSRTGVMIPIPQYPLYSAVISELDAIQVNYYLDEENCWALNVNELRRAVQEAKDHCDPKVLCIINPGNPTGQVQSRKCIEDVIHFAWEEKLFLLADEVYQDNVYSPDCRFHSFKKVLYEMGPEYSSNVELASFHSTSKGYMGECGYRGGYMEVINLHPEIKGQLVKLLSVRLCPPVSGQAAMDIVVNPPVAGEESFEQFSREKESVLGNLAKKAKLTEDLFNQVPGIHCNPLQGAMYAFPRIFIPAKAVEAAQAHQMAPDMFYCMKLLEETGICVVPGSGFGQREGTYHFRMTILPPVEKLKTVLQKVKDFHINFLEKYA
#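 GPT2 10ng/uL, a-KG 250uM, L-Ala 2mM, HEPES pH7.5 + 0.0001% Tween; 30 min RT. Then Amplex mix (PO/HRP/ThPP), 30 min RT dark, fluorescence. AOA 50uM used as positive control.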
# Luciferase inh: Firefly luciferase inhibition profiling of diverse chemical library using quantitative high-throughput screening; hit rate 2.5% among 76,000; purified P. pyralis luciferase, luminescence, biochemical; Luciferin 4-monooxygenase (Photinus pyralis), P08659; Potency, µM (doses to about 115 µM), for the others: at the highest dose activity change, negative = inhibition, actives largely listed as inhibitors; note: potency is the fitted concentration of half-maximal effect; nearly all actives have a fitted effect of over 65% in size
#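 Luminescence read by CCD imager after adding enzyme (10nM final) to wells holding compound, titrated in qHTS. Substrates 10uM each D-luciferin and ATP; buffer 50mM Tris acetate pH 7.5, 10mM Mg acetate, Tween-20, BSA.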
# Numbers without * were called inactive; i = inactive; ? = inconclusive; / = no result given; [ ] = remark or other dose. Unless noted, calls come from the whole dose curve; as a rule, active = well fitted curve in the direction sought with a large enough effect; inconclusive = small, poorly fitted or top-dose-only effect, or another doubt; inactive = no such curve, though single readings can be large; an effect the other way counts as inactive or inconclusive. Unless noted, % is set by controls: 0 for no effect and ±100 for the full control effect.
nr | Compound | HEK293 tox | SNCA expr inh | NIH3T3 tox | HEK293 viab | IP6K1 inh | GPT2 inh | Luciferase inh
1 | COc1ccc(-c2nc(CSc3nncn4c3cc3oc(C)cc34)c(C)o2)cc1 | / | 6% | / | 8% | -6 | / | /
2 | CN(Cc1cccc(C(F)(F)F)c1)C(=O)C(C)(C)C | 3%[172 µM] | ? | -15%[138 µM] | 0%[87.6 µM] | 7 | i | 4%[172 µM]
3 | COCC(=O)N1CCN(C(=O)C(=O)c2cccn2C)[C@H]2CS(=O)(=O)C[C@H]21 | -9% | -11% | -1% | 0% | -1 | -3% | 9%
4 | COc1ccccc1CN1CCC2(CC1)C(=O)NCN2Cc1ccc(Cl)cc1 | ? | -10% | -27% | -3% | 9 | i | -6%
5 | CNC(=O)c1cc(C2CC2)nc2c1c(C1CCCN(C(=O)Cc3cccc(Cl)c3)C1)nn2C (centres undefined) | ? | / | ? | / | -4 | / | /
6 | COc1ccc(C(=O)N2CC[C@@H](CC(=O)O)[C@@H](CCN3C[C@@H]4C[C@H](C3)c3cccc(=O)n3C4)C2)cc1 | i | -1% | -6% | 1% | -9 | -11% | -1%
7 | CC(C)(C)OC(=O)N1CCC(c2c(C(=O)NCc3ccco3)cnn2-c2ccccc2Cl)CC1 | / | 7% | / | -9% | 3 | / | /
8 | O=C(NCc1cccc(F)c1)c1cccnc1N1CC2CC(C1)[C@H]1CCCC(=O)N1C2 (some centres undefined) | -5% | 14% | -27% | -14% | 3 | -10% | 7%
9 | CCc1ccccc1NC(=O)Cn1nc(-c2cc(C)ccc2C)c2c(c1=O)CCCC2 | / | -12% | / | 9% | 11 | / | /
10 | O=C(Cc1c[nH]c2ncc(-c3ccc4c(c3)OCO4)cc12)N1CCOCC1 | ? | -1%[87.6 µM] | 25µM* | -1%[87.6 µM] | -21 | -1%[88.5 µM] | ?
11 | CCC(CC)c1nn2c(=O)cc(COc3ccc(NC(=O)c4ccc(C)cc4)cc3)nc2s1 | / | -2% | / | 16% | -13 | / | /
12 | O=C1CC(c2ccccc2)N(C(=O)C2CC2)CCCN(C(=O)c2c[nH]c3ccccc23)CCN1 (centres undefined) | -31% | 11% | ? | 5% | 4 | 3% | ?
13 | Cc1noc(C)c1CC(=O)N[C@@H]1CN(Cc2cccnc2)C[C@H]1CN(C)C | -1% | 23% | i | 6% | 6 | i | 1%
14 | NC(=O)Cc1c[nH]c2ncc(-c3ccc(F)c(Cl)c3)cc12 | ? | 5%[87.6 µM] | ? | 4%[87.6 µM] | -36* | -13%[88.5 µM] | -22%[172 µM]
15 | O=C(c1cccnc1)N1CCn2cc(C(=O)N3CCOCC3)nc2C1 | -10% | -9% | -11% | -1% | 11 | -48% | /
16 | COc1cccc(N2CCN(C3=NS(=O)(=O)C(c4ccc(C)cc4)=C3C)CC2)c1 | / | 22% | / | -17% | 9 | / | /
17 | O=C(NC1CC1)c1nc(-c2ccccc2)c2ccccn12 | 63µM* | 4%[87.6 µM] | ? | -8%[87.6 µM] | 17 | i | -9%[172 µM]
18 | CS(=O)(=O)N1CCCN(Cc2cn[nH]c2-c2ccccc2)CCNC(=O)CC1c1ccccc1 (centres undefined) | -10% | -23% | -21% | -7% | -2 | i | 7%
19 | Cc1nc(-c2ccc(F)cc2)sc1CCNC(=O)C(=O)Nc1ccc2c(c1)OCCO2 | / | 32% | / | 6% | 16 | / | /
20 | COC1C(=O)N(CC2CC2)C12CCN(C(=O)Cc1c[nH]c3ccccc13)CC2 (centres undefined) | -9% | -3% | 3% | 1% | -7 | -3% | -1%
21 | CCN(CC)CCCNC(=O)c1ccc2nc(N3CCCCC3)sc2c1 | / | 217%[activator] | / | 4% | -12 | / | /
22 | O=C1CC2(CCN(C(=O)C3CCCN(C(=O)c4ccccc4F)C3)CC2)Oc2ccccc2N1 (centres undefined) | ? | 7% | -21% | 6% | 3 | ? | /
23 | CCOC(=O)C1=CN(CC(=O)Nc2cccc(C(C)C)c2)S(=O)(=O)N=C1C | ? | ? | -31% | -11% | -12 | 1% | -12%
24 | CCC(=O)N1CCCC(Cc2nncn2-c2ccccc2)C1 (centres undefined) | 0% | -12% | -10% | 0% | -6 | -8% | 3%
25 | Cc1nc(N2CCOCC2)c2c(C(=O)Nc3cccc(C(F)(F)F)c3)c(C)oc2n1 | / | 8% | / | 2% | 3 | / | /
26 | CCn1c2c(c(=O)n1-c1ccccc1)CCN(C(=O)COc1ccccc1)C2 | 2%[172 µM] | -27%[87.6 µM] | ? | 4%[87.6 µM] | 7 | -7%[88.5 µM] | -4%[172 µM]
27 | CN1C(=O)Cc2ccccc2C1C(=O)N1CCN(c2ccc(Cl)cc2)CC1 (centres undefined) | ? | -15% | ? | 1% | 12 | i | -2%
28 | COc1cccc(C(=O)Nc2cc(-c3ccccc3)nn2-c2ccccc2)c1 | / | -1% | / | -19% | 10 | / | /
29 | COc1ccc(-c2cccc(C(=O)N3CCN(C(=O)c4ccccc4C)CC3)c2)nn1 | i | / | -4% | / | -10 | / | /
30 | CC(C)OCCCN1C(=O)c2[nH]nc(-c3ccccc3O)c2C1c1ccccc1F (centres undefined) | / | ? | / | ? | 13 | / | /
31 | CCN(CC)C(=O)c1cc2c(s1)CCC(C(=O)Nc1ccc(OC)c(F)c1)C2 (centres undefined) | ? | -30% | ? | -13% | 2 | i | -13%
32 | O=C(NCc1nnc2cc(-c3nc(C4CC4)no3)ccn12)c1cccnc1 | ? | 1% | i | -3% | 6 | 3% | -4%
33 | NC(=O)C1(N2CCCCC2)CCN(C(=O)Nc2ccc(Cl)c(Cl)c2)CC1 | / | 9% | / | -8% | 12 | / | /
34 | CN[C@@H](C)C(=O)N[C@H]1CCCC[C@H]2CC[C@@H](C(=O)N[C@@H](c3ccccc3)c3cn(CCCCc4ccc(CCCCn5cc([C@@H](NC(=O)[C@@H]6CC[C@@H]7CCCC[C@H](NC(=O)[C@H](C)NC)C(=O)N76)c6ccccc6)nn5)cc4)nn3)N2C1=O | / | -21% | / | -22% | / | 4% | /
35 | CCc1cccc(C)c1NC(=O)Cn1ccn2nc(-c3ccc(F)cc3)c(CO)c2c1=O | ? | 0% | ? | -4% | 2 | -9% | 10%
36 | CC(NC(=O)CCn1c(=O)c2cccn2c2ccc(F)cc21)c1ccccc1 (centres undefined) | / | ? | / | 1% | 9 | / | /
37 | O=C(Nc1cccnc1)c1nc2c(o1)CCN(CCCc1ccccc1)CC2 | ? | 2%[87.6 µM] | ? | -2%[87.6 µM] | 6 | 3%[88.5 µM] | 1%[172 µM]
38 | CCOCCCNC(=O)N1CCC(OC2CCN(Cc3ccccc3)CC2)CC1 | -3% | 11% | -19% | ? | -7 | i | 0%
39 | CC1CCCCN1CCCNC(=O)Cn1ncc2c3ccccc3n(Cc3ccccc3F)c2c1=O (centres undefined) | / | -2% | / | 8% | 5 | / | /
40 | COc1cccc(CN2CCCC(c3nc(-c4cccnc4)no3)CCNC(=O)CC2)n1 (centres undefined) | -27% | 10% | -23% | -3% | 6 | i | 3%
41 | O=C(CCS(=O)(=O)c1nc(-c2cccs2)cc(C(F)(F)F)n1)Nc1ccc(Br)cc1 | / | ? | / | ? | 6 | / | /
42 | NC(N)=N/N=C/c1ccccc1Cl | / | / | / | -11% | -11 | -2% | /
43 | COc1ccc(NC(=O)CSC2=Nc3ccccc3C3=NC(CC(=O)NCc4ccco4)C(=O)N23)cc1 (centres undefined) | / | 8% | / | 5% | 1 | / | /
44 | O=C1CCN(S(=O)(=O)c2ccccc2)CCCN(C(=O)C2CCCC2)CCN1 | 3% | 16% | -8% | -1% | 10 | i | 0%
45 | O=C(Cn1c(=O)n(-c2ccccc2)c(=O)c2c3c(sc21)CCCC3)Nc1ccccc1 | / | -3% | / | -6% | -15 | / | /
46 | Cc1ccc(NC(=O)Cn2c(=O)n(-c3ccc(C)cc3)c(=O)c3c2cnn3C)cc1 | / | 12% | / | 0% | -5 | / | /
47 | Cc1c(CN2CCCC23CCN(c2ccc(C(F)(F)F)cn2)CC3)cc(C#N)n1C | ? | 31%[activator] | ? | -5% | 8 | -33% | 3%
48 | CCCN1CCCCC12Cc1ccccc1CN(C(=O)CCC(=O)O)C2 (centres undefined) | i | 25% | 1% | 5% | -9 | i | /
49 | Cc1noc(C)c1[S+](=O)([O-])N1CCCC(c2nn(-c3cccc(Cl)c3)c(=O)[nH]2)C1 (centres undefined) | -4% | -12% | -17% | 3% | 1 | i | -10%
50 | Cn1nccc1C(=O)N1CCCC(Cc2nc(C3CCOCC3)no2)C1 (centres undefined) | -3% | 11% | -8% | -3% | -4 | 1% | -1%
51 | CN(Cc1ccccc1)C1CCOC2(CCN(C(=O)c3ccsc3)CC2)C1 (centres undefined) | -4% | -9% | -5% | 0% | 11 | i | 10%
52 | CCCn1cc(-c2ccnc(NC3CCN(Cc4ccccn4)CC3)n2)c(C)n1 | 28µM* | ? | ? | -29% | 9 | i | -8%
53 | CC1CCN(S(=O)(=O)c2ccc3c(c2)CCN3C(=O)Nc2ccc(Br)cc2)CC1 | / | 46%[activator] | / | 1% | 7 | / | /
54 | COc1ccc(-c2cc(C(=O)NCCCOC(C)C)c3cnn(C)c3n2)cc1 | ? | / | ? | / | -7 | / | /

# An excerpt from above in order of number of heavy atoms, highest first.
nr | Compound | HEK293 tox | SNCA expr inh | NIH3T3 tox | HEK293 viab | IP6K1 inh | GPT2 inh | Luciferase inh
45 | O=C(Cn1c(=O)n(-c2ccccc2)c(=O)c2c3c(sc21)CCCC3)Nc1ccccc1 | / | -3% | / | -6% | -15 | / | /
47 | Cc1c(CN2CCCC23CCN(c2ccc(C(F)(F)F)cn2)CC3)cc(C#N)n1C | ? | 31%[activator] | ? | -5% | 8 | -33% | 3%
52 | CCCn1cc(-c2ccnc(NC3CCN(Cc4ccccn4)CC3)n2)c(C)n1 | 28µM* | ? | ? | -29% | 9 | i | -8%
54 | COc1ccc(-c2cc(C(=O)NCCCOC(C)C)c3cnn(C)c3n2)cc1 | ? | / | ? | / | -7 | / | /
51 | CN(Cc1ccccc1)C1CCOC2(CCN(C(=O)c3ccsc3)CC2)C1 (centres undefined) | -4% | -9% | -5% | 0% | 11 | i | 10%
48 | CCCN1CCCCC12Cc1ccccc1CN(C(=O)CCC(=O)O)C2 (centres undefined) | i | 25% | 1% | 5% | -9 | i | /

# Screens: PubChem BioAssay, National Center for Advancing Translational Sciences (NCATS)

# Rows are unselected; 7.7% or so of the library scored in one or more.
